697 NFkB inh = inhibitors of the PMA/ionomycin-induced NF-kB reporter in 697 B cells; actives 0.33% (n = 330,000); inhibition, % at 4 µM; 697 B-cell NF-kB luciferase reporter, 16 h; in the data active = inhibition above about 35%
CCR6 antag = CCR6 (human) receptor antagonism; P51684; CHO-K1 CCR6 PathHunter beta-arrestin, luminescence, CCL20-stimulated; inhibition, % at 20 µM; actives 0.49% (n = 340,000);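 active = compounds whose inhibition of the agonist-driven luminescence signal at 20 µM reaches about 50%, limit read from the data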;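 also: cells stimulated with CCL20 at 14 nM final; plate controls were DMSO with CCL20 for no effect and DMSO without agonist for full effect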
Target sequence (P51684 whole entry, looked up): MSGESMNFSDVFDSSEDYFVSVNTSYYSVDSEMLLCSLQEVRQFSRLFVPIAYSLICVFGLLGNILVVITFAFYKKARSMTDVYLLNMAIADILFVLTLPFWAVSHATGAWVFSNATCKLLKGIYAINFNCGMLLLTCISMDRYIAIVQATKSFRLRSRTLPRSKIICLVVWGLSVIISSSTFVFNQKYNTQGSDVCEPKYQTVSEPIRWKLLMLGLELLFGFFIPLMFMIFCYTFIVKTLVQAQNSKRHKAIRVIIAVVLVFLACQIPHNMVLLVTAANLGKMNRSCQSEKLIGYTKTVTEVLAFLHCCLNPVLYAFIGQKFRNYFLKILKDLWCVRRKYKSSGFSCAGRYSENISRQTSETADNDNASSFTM
XBP1 UPR activ = activators of adaptive arm of unfolded protein response (XBP1); CHO-XBP1 luciferase reporter, IRE1-XBP1 UPR activation, luminescence; percent of tunicamycin response, DMSO as zero; activation, % at 20 µM; actives 0.33% (n = 330,000); AID 463104;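 active = versus positive control, 20 µM dose yields 30% or more activation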;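 also: 100% = tunicamycin at 10 µg/mL and 0% = DMSO only wells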
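Material: CHO cell line with stable XBP1 luciferase reporter; schedule: 16-18 h cell attachment at 37 °C, then 6 h compound exposure; signal: glow luminescence from Steady-Glo reagent; medium: serum-containing F12 medium, 10% FBS; benchmarks: tunicamycin 10 µg/mL and vehicle-only wells; read-out: percent activation relative to tunicamycin reference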
UPR CHOP act = activators of apoptotic arm of unfolded protein response (CHOP); CHO-CHOP luciferase reporter, UPR activation, luminescence; percent of tunicamycin response over DMSO baseline; activation, % at 10 µM; actives 0.34% (n = 330,000); AID 449763;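 active = at 10 µM dose, activation of 40% or more, normalized to positive control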;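 also: 100% = tunicamycin at 10 µg/mL and 0% = DMSO alone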
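Test system: CHO CHOP reporter cells. Input: 500 CHO-CHOP cells per well. Medium: F12 with 10% FBS. Technique: luciferase luminescence. Measure: percent activation relative to tunicamycin control. Dosing: 10 µM compound, 0.5% DMSO. Timing: 16-18 h cell attachment, then 6 h compound exposure, 37 °C.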
EBI2 block = EBI2 (human) antagonism; EBI2 beta-arrestin recruitment, luminescence, 7a,25-OHC stimulated; inhibition, % at 5 µM; actives 0.81% (n = 360,000); in the data active = inhibition above about 38%;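 also: enzyme fragment complementation signal reports receptor beta-arrestin coupling in cells; 0% = agonist plus DMSO wells and 100% = wells without agonist; some results beyond the cut were filed as inactive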
Target sequence (P32249 whole entry, looked up, the tested form may be a part): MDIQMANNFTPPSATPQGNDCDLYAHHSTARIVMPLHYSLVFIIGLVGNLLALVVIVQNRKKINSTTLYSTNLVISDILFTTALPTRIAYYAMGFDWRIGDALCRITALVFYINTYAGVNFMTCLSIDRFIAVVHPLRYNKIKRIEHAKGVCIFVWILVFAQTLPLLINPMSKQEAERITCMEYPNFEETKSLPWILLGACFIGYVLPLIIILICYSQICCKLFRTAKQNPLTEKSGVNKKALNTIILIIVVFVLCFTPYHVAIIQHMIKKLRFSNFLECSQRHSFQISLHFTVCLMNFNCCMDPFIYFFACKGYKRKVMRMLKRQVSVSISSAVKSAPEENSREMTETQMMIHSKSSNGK
CXCR6 inh = CXCR6 (human) receptor inhibition. O00574. CHO-K1 PathHunter CXCR6 beta-arrestin, luminescence. inhibition, % at 20 µM. actives 0.36% (n = 360,000). AID 602244; in the data active = inhibition above about 34%, passing the limit was not always enough;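 also: antagonist mode with CXCL16 agonist at 10 nM final; 0% = 10 nM CXCL16 with DMSO and 100% = unstimulated wells without agonist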
Target sequence (O00574 whole entry, looked up): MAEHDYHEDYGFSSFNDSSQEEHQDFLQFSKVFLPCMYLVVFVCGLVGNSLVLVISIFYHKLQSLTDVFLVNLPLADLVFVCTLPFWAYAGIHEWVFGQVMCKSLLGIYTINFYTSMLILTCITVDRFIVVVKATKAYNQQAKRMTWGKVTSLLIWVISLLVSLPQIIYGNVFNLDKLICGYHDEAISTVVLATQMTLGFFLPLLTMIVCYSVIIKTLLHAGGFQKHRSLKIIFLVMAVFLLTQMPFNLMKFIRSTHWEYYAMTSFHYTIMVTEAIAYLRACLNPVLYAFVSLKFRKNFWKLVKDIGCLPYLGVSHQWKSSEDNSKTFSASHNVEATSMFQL
Mdm2-MdmX inh = inhibitors of human Mdm2/MdmX interaction | O15151+Q00987 | SaOS-2 split-luciferase Mdm2/MdmX complementation, luminescence | inhibition, % at 8 µM | actives 3% (n = 330,000) | AID 485346;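 active = inhibition of at least 50% at 8 µM in the primary screen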
Gli-Sufu antag = Gli-Sufu pathway antagonism. Sufu-KO-LIGHT fibroblasts, Gli luciferase reporter luminescence. inhibition, % at 5 µM. actives 0.74% (n = 340,000);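 active = inhibition above about 55%, limit read from the data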;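 also: 0% = DMSO-treated cells and 100% = wells with medium but no cells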
Jurkat NFkB inh = lowers PMA/ionomycin-induced NF-kB signal in Jurkat cells; PMA/ionomycin-induced NF-kB luciferase reporter, luminescence; inhibition, % at 4 µM; actives 0.53% (n = 330,000); AID 435003; in the data active = inhibition above about 50%
* = called active by the depositor; . = no result given.

Each structure is followed by: CXCR6 inh	Jurkat NFkB inh	697 NFkB inh	EBI2 block	XBP1 UPR activ	CCR6 antag	Mdm2-MdmX inh	UPR CHOP act	Gli-Sufu antag
> CCOC(=O)c1ccc2[nH]cc(C(C)=O)c(=O)c2c1
 : -1	10	8	-3	-2	-4	3	2.1	2
> COc1ccc(S(=O)(=O)N2CCCCC2)cc1NC(=O)c1cncc(Br)c1
 : 2	11	16	-1	-1	8	-13	0.0	-4
> O=C(COC(=O)CC12CC3CC(CC(C3)C1)C2)Nc1ncc(Cl)cc1Cl
 : -12	-16	-17	5	-1	4	8	1.6	-6
> CN(C)c1ccc(N=Nc2ccccc2C(=O)OCC(=O)N(C)c2ccccc2)cc1
 : 16	-22	-19	2	12	38	1	3.1	-11
> O=C(O)c1cccnc1SC1CC(=O)N(c2ccc(OC(F)F)cc2)C1=O (stereo unspecified)
 : -6	-1	-8	1	-2	-18	29	1.2	6
> O=C(O)c1sccc1S(=O)(=O)c1ccccc1
 : 0	4	8	-3	-3	17	-9	0.1	0
> COc1cc(C(=O)NCCCN2CCCC2=O)ccc1OCc1ccc(Cl)cc1Cl
 : -1	12	-4	2	-4	5	22	-0.2	6
> CCc1nc(C)ccc1OCC(=O)O
 : -1	-6	2	3	-6	-8	-24	-0.5	-4
> Cc1ccc(S(=O)(=O)N[C@@H](Cc2ccccc2)C(=O)N2CCC(C(=O)N[C@@H](CCC(N)=O)C(=O)O)CC2)cc1
 : -2	11	5	0	-7	-5	-5	-0.6	4
> COc1cccc(NC(=O)COc2cccnc2[N+](=O)[O-])c1
 : 3	-15	-29	-8	2	7	3	1.4	-9

Next section, overlapping the part above by 4 compounds.
Each structure is followed by: CXCR6 inh	Jurkat NFkB inh	697 NFkB inh	EBI2 block	XBP1 UPR activ	CCR6 antag	Mdm2-MdmX inh	UPR CHOP act	Gli-Sufu antag
> COc1cc(C(=O)NCCCN2CCCC2=O)ccc1OCc1ccc(Cl)cc1Cl
 : -1	12	-4	2	-4	5	22	-0.2	6
> CCc1nc(C)ccc1OCC(=O)O
 : -1	-6	2	3	-6	-8	-24	-0.5	-4
> Cc1ccc(S(=O)(=O)N[C@@H](Cc2ccccc2)C(=O)N2CCC(C(=O)N[C@@H](CCC(N)=O)C(=O)O)CC2)cc1
 : -2	11	5	0	-7	-5	-5	-0.6	4
> COc1cccc(NC(=O)COc2cccnc2[N+](=O)[O-])c1
 : 3	-15	-29	-8	2	7	3	1.4	-9
> O=C(NCc1ccco1)C1CCCN(S(=O)(=O)c2ccccc2)C1 (stereo unspecified)
 : 4	0	10	-6	-4	-1	14	-2.9	4
> COc1cccc(C(=O)Nc2ccc3ccccc3c2)c1
 : -6	-172	-408	13	-6	3	-155	4.5	-129
> COc1ccc(-n2nc(C(=O)NCC(=O)NCCCN3CCCCCC3)c3ccccc3c2=O)cc1Cl
 : 8	-27	7	-7	3	14	9	-2.8	13
> CCN(C(=O)c1c(OC)cccc1OC)c1nnc(-c2cccnc2)s1
 : -4	6	-24	-7	0	18	3	-0.9	6
> CCOc1ccc(NC(=O)C2CCN(c3nnnn3-c3ccccc3)CC2)cc1
 : -3	10	21	3	2	6	9	2.5	5
> CCc1ccc(-n2c(=O)c3ccccc3n3c(=S)[nH]nc23)cc1
 : 9	-24	2	-17	0	9	13	-1.2	6
> COC(C[C@@H](O)CC(=O)[C@H](C)OCc1ccccc1)OC
 : -7	1	24	2	0	-12	15	1.3	-6
> COc1ccc(C2(C)C(C#N)C(=O)NC(=O)C2C#N)cc1 (stereo unspecified)
 : -3	.	.	6	.	18	.	.	-5
> O=c1c2c3c(sc2nc2n1CCC2)CCCC3
 : 9	-4	15	6	-1	3	22	1.5	-1
> CCCn1nc(C(=O)NNC(=O)c2ccc(C)c(C)c2)c2ccccc2c1=O
 : 4	2	-13	-19	0	8	1	0.4	-18
> CC(=O)Nc1ccc2nc3c(=O)n(C)c(=O)n(C)c3nc2c1
 : -7	8	30	-3	0	0	-11	2.5	-2
> COc1cc(C(=S)N2CCCC2)ccc1OCC(N)=O
 : 0	10	7	-14	-5	2	-3	-2.0	-10
> CCCCn1nc2cc(C(=O)NCC34CC5CC(CC(C5)C3)C4)ccc2c1OCC
 : 1	-14	11	3	9	16	15	-1.6	-21
> COc1ccc(NC2CCCN(C(=O)C3(C)CCCCC3)C2)cc1 (stereo unspecified)
 : -9	-10	-7	-1	-2	22	18	0.5	-1
> CCOC(=O)C1CCCN(CCC(=O)Nc2ccccc2C)C1 (stereo unspecified)
 : 17	-3	16	4	0	3	6	0.5	3
> CCCOc1ccccc1/C=N/NC(=O)C1CC1
 : 8	17	13	-6	-2	0	15	1.2	3
> NS(=O)(=O)c1ccc(NC(=O)COC(=O)C2(c3ccc(F)cc3)CCCC2)cc1
 : -3	5	-15	-5	-4	3	-9	-1.3	6
> Cc1ccc(/C=C/C(=O)Nc2ccccc2C(N)=O)cc1
 : 6	.	.	8	.	4	.	.	-101
> CSc1ccccc1OCc1cc(C(=O)NCCn2ccnc2C)no1
 : 7	-24	-5	-4	-8	9	6	0.2	2
> O=C(Nc1ccon1)c1nc[nH]c1C(=O)N1CCN(c2ccccc2)CC1
 : -14	6	1	-7	-1	4	-7	-0.7	-5
> Cc1cc(=O)oc2cc(OCC(=O)OCC(=O)NC3CC3)ccc12
 : 0	-8	8	-5	-1	8	-22	-1.3	-7
> O=C(CN1C(=O)CCC1=O)Nc1nc(-c2cccs2)cs1
 : -2	7	5	-2	-1	-25	0	1.6	-1
> CC(/C=C1\SC(=S)N(NC(=O)c2cccc(O)c2)C1=O)=C\c1ccccc1
 : 10	-1	-4	6	-1	22	-8	1.5	1
> O=C(CN1CCCCC1)N1CCc2ccccc21
 : -6	-6	7	-13	-5	17	-22	4.5	3
> N#Cc1ccccc1Cn1cc(/C=C/[N+](=O)[O-])c2ccccc21
 : 35	3	22	-40	1	55*	47	85*	9
> Fc1ccc(CO/N=C/C2=C(Cl)c3ccccc3CC2)cc1
 : 1	-17	1	18	0	6	17	2.5	-13
> CCOc1ccc(Cc2n[nH]c(=S)n2N)cc1
 : -6	6	-12	-11	0	-10	6	-0.3	-2
> CNCCCC1Sc2ccccc2Oc2ccccc21 (stereo unspecified)
 : 6	-19	6	-10	-2	11	-17	4.2	12
> CC(=O)c1ccc(NS(=O)(=O)c2ccc3ccccc3c2)cc1
 : 0	3	13	-4	0	-11	3	3.0	2
> Cc1ccc(-c2cc(C(=O)NCc3ccccn3)c3ccccc3n2)cc1
 : -3	-10	-8	3	-3	14	-3	1.7	5
> CN(C)C1=NCCN1CCCC1CCCCC1
 : 2	16	-2	1	-2	4	1	-0.9	4
> Cn1nnc2cc(C(=O)Nc3ccccc3F)ccc21
 : -15	-14	0	-14	-4	2	12	4.2	-24
> O=c1[nH]c(N/N=C/c2ccccc2)nc2ccccc12
 : -3	-99	-83	1	-2	7	-98	0.6	-62
> CSC1=N/C(=C\c2ccc(F)cc2)C(=O)S1
 : 7	-1	4	8	-1	28	4	5.0	1
> COc1ccccc1NC(CC(=O)c1ccccc1)C(=O)OCC(=O)c1ccc(C)cc1 (stereo unspecified)
 : 11	-117	-149	20	-2	20	-76	2.8	4
> O=c1[nH]c2ccccc2n2cnnc12
 : -1	2	9	-14	2	-28	-4	1.0	1
> C=C(C)C1CC=C(C)/C(=N/NC(=O)COc2ccccc2Cl)C1 (stereo unspecified)
 : -5	6	4	-10	-1	12	18	-1.4	15
> CC1CCCCN1S(=O)(=O)c1ccc(S(=O)(=O)NCCc2ccncc2)cc1 (stereo unspecified)
 : 6	26	-2	-4	-3	-1	2	-2.0	7
> Cn1nc(C(=O)Nc2nc(-c3ccc(F)cc3)cs2)ccc1=O
 : 5	19	-11	-4	0	-17	31	0.1	5
> O=C(NCCN1CCN(C(=O)NC2CCCCC2)CC1)NC1CCCCC1
 : -5	1	-1	2	1	-13	19	0.1	-19

As a short view, some entries already given:
Each structure is followed by: CXCR6 inh	Jurkat NFkB inh	697 NFkB inh	EBI2 block	XBP1 UPR activ	CCR6 antag	Mdm2-MdmX inh	UPR CHOP act	Gli-Sufu antag
> COc1ccc(S(=O)(=O)N2CCCCC2)cc1NC(=O)c1cncc(Br)c1
 : 2	11	16	-1	-1	8	-13	0.0	-4
> O=C(COC(=O)CC12CC3CC(CC(C3)C1)C2)Nc1ncc(Cl)cc1Cl
 : -12	-16	-17	5	-1	4	8	1.6	-6

(list continues)
Each structure is followed by: CXCR6 inh	Jurkat NFkB inh	697 NFkB inh	EBI2 block	XBP1 UPR activ	CCR6 antag	Mdm2-MdmX inh	UPR CHOP act	Gli-Sufu antag
> Cc1nnc(-c2ccccc2)c(=O)n1/N=C/c1c(O)ccc2ccccc12
 : 9	10	-31	-3	0	11	54*	-2.7	91*
> COCCNC(=O)c1cccc(NS(=O)(=O)c2cccc3cccnc23)c1
 : 4	3	25	-14	-1	-11	6	2.7	-4
> COc1cccc(N2CCN(CC(=O)NC(=O)NCc3ccco3)CC2)c1
 : 6	-12	-12	10	1	13	1	1.9	-4
> Cn1c(=NC(=O)CS(=O)(=O)c2ccccc2)sc2cc([N+](=O)[O-])ccc21
 : -5	-18	13	-12	0	2	-9	-0.2	0
> CCC(CC)C(=O)NCc1ccccc1Cl
 : -2	-4	-3	-1	-1	2	0	-0.5	0
> Cc1ccc(CSc2nsc(C)c2C#N)cc1
 : -7	-12	4	6	-1	20	12	2.0	2
> O=C1CCN(C(=O)CSc2ccc(Cl)cc2)N1
 : 4	8	5	-4	-1	12	10	-2.6	-6
> COc1ccc(CN2CCNC(=O)C2CC(=O)NC2CCCCCC2)cc1C (stereo unspecified)
 : -4	-12	-9	24	-1	-1	1	0.1	-1
> O=C(c1ccncc1)N1c2ccccc2Sc2ccccc21
 : 1	-7	-1	8	-4	11	6	-1.9	9
> CN(c1ccc(C(=O)NCc2ccccn2)cc1)S(C)(=O)=O
 : 6	3	14	-13	0	-2	16	3.1	0
> Cn1c(=O)c2c(ncn2CC(=O)N(Cc2ccccc2)c2ccccn2)n(C)c1=O
 : 11	5	14	-7	-1	-7	20	-2.5	-1
> CC(=O)N1CCc2cc([N+](=O)[O-])ccc21
 : 2	.	.	-4	.	6	.	.	-4
> CCn1c(C)nnc1SCC(=O)Nc1ccc(C(C)=O)cc1
 : 1	8	0	-4	-6	6	11	0.5	0
> CCOC(=O)CCn1c(CC(=O)OCC)nc2ccccc21
 : 6	4	7	3	-1	-8	29	1.4	-1
> CCOC(=O)c1c(NC(=O)CSc2nnnn2-c2ccccc2)sc2c1CCC(C)C2 (stereo unspecified)
 : 10	3	13	8	-1	15	24	-0.5	6
> NS(=O)(=O)c1ccc(CNC(=O)NC2(c3ccccc3)CC2)cc1
 : 4	5	19	-11	0	3	21	0.8	-3
> Cc1ccc(N(CC(=O)NCc2ccccc2)C(=O)CCC(=O)Nc2nccs2)cc1
 : 0	0	12	-2	-4	7	19	1.2	7
> CS(=O)(=O)Nc1ccc(C2=NN(C(=O)c3ccco3)C(c3ccccc3)C2)cc1 (stereo unspecified)
 : -2	13	16	-37	-2	-1	26	2.3	2
> CCOC(=O)[C@H]1[C@H]2COc3ccc(Cl)cc3[C@@H]2N2C(=O)c3ccc(Cl)cc3NC(=O)[C@@]12C
 : 18	20	26	-4	6	12	53*	-0.2	10
> CC1CC(C)CN(S(=O)(=O)c2cccc3nonc23)C1 (stereo unspecified)
 : 0	7	2	12	1	12	44	1.9	7
> CNC(=O)NCC12CC3CC(CC(C3)C1)C2
 : 5	3	7	0	-3	2	26	0.6	11
